Yfh1-off respiration: enhancers of respiration in Yfh1-depleted yeast, dose response, Friedreich's ataxia, plus single-dose screen (AID 1465); S. cerevisiae Yfh1-off respiration, WST-1 reduction, 72 h; higher fold induction means a stronger effect; one-dose fold induction at 50 µM; EC50 in µM for titrated hits; 220,000 compounds, 0.074% hits;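 active = fold induction of absorbance versus untreated yeast above a set limit, then at least 30% activation at any dose in follow-up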;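 note: activators that raise dye reduction in frataxin-depleted yeast; strong numbers were not always called active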
NOD1 NF-kB reporter: NOD1 signaling inhibitors, primary screen, cell-based, luminescence, uHTS (AID 1578). inhibition, % at 4 µM, or EC50 in µM where a hit was titrated. NOD1-driven NF-kB luciferase reporter cells, luminescence; higher % means a stronger effect. 290,000 compounds, 1% hits; in the data active = inhibition mostly above about 36%, no sharp cut-off; inactive = mostly below about 34%;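 note: HEK-293T reporter cells stimulated with the NOD1 agonist gamma-tri-DAP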
KOR beta-arrestin-1: kappa opioid receptor activators – cell-based, luminescence, uHTS, primary screen (AID 1777). KOR beta-arrestin recruitment, luminescence; higher % means a stronger effect. one-dose activation, % at 10 µM; EC50 in µM for titrated hits. 280,000 compounds, 0.02% hits; in the data active = activation above about 50%, passing the limit was not always enough; note: a part of the inactive calls stands beside numbers as strong as those of hits
AID2073: inhibitors of Mint1-CaV2.2 protein interaction, biochemical, HTRF (AID 2073); HTRF protein-protein interaction, Mint1-CaV2.2; higher % means a stronger effect; inhibition, % at 20 µM, or IC50 in µM where a hit was titrated; 290,000 compounds, 0.19% hits; in the data active = inhibition mostly above about 51%, no sharp cut-off; note: some results filed as inactive read as strong as hits
HIV peptide binding: inhibitors of HIV fusion peptide binding, primary screen, biochemical, uHTS, fluorescence dequenching (AID 1986) | one-dose inhibition, % at 20 µM; IC50 in µM for titrated hits | cell-free peptide binding, fluorescence dequenching, 30 min; higher % means a stronger effect | 290,000 compounds, 0.3% hits; in the data active = inhibition mostly above about 52%, no sharp cut-off; inactive = mostly below about 76%; note: some results filed as inactive read as strong as hits
KOR beta-arrestin-2: KOR antagonists, beta-arrestin recruitment, cell-based, luminescence, uHTS (AID 1778). KOR beta-arrestin recruitment, luminescence, antagonist mode; higher % means a stronger effect. inhibition, % at 10 µM, or IC50 in µM where a hit was titrated. 290,000 compounds, 0.091% hits; note: strong numbers were not always called active
West Nile antiviral: inhibition of WNV-induced cytopathic effect – cell-based, CPE readout (AID 1621); West Nile virus-infected cells, CPE inhibition; higher % means a stronger effect; one-dose CPE inhibition, % at 10 µM; IC50 in µM for titrated hits; 290,000 compounds, 0.02% hits; in the data active = a potency from the dose series; note: strong numbers were not always called active
HEK293 NOD2/NF-kB: NOD2 signaling inhibitors, cell-based, luminescence, uHTS, HEK293 (AID 1566); HEK293 NOD2/NF-kB luciferase reporter, luminescence; higher % means a stronger effect; one-dose inhibition, % at 4 µM; EC50 in µM for titrated hits; 290,000 compounds, 0.63% hits; note: many of its hits are not listed in these tables
Dengue-2 NS5 capping: flavivirus cap methylation enzyme inhibition – biochemical, confirmation dose response, primary screen (AID 588689) | Dengue-2 NS5 methyltransferase capping enzyme assay, biochemical; higher % means a stronger effect | inhibition, % at 25 µM; hits with a dose series show IC50 in µM | 340,000 compounds, 0.3% hits; in the data active = a potency from the dose series
Dengue-2 NS5 capping pilot replicate: further read-out of Dengue-2 NS5 capping, marked with its call; inhibition, %; measured here: pilot screen replicate inhibition
* hit, by the source's call; i = inactive; . = not tested or not shown; [ ] = remark or other dose. Cut-off read from the data, not from the text of the source, unless noted: active = inhibition above about 50%; inactive = the rest. Not all compounds are listed (hit frequency here may not be typical).

SMILES	Yfh1-off respiration	NOD1 NF-kB reporter	KOR beta-arrestin-1	AID2073	HIV peptide binding	KOR beta-arrestin-2	West Nile antiviral	HEK293 NOD2/NF-kB	Dengue-2 NS5 capping	others
COC(=O)[C@@H](NC(=O)c1ccccc1)[C@@H](C)O	.	-19%	.	-2%	-0.4%	-18%[20 µM]	0.1%	-20%	-5%
COc1cc2c(cc1OC)[C@H](C)N(C(=O)COc1ccccc1)CC2	.	3%	1.1%	-2%	-0.1%	16%	-0.9%	26%	-5%
COCCCNC(=O)CSc1nc2cc(C(=O)NCCOC)ccc2c(=O)n1Cc1ccc2c(c1)OCO2	.	-1%	-4.1%	6%	-1.2%	3%	-0.4%	19%	-3%
CCOC(=O)c1nc(C)nc(Sc2n[nH]c(-c3cc(Cl)cc(Cl)c3)n2)c1C	i	-8%	2.5%	8%	-0.3%	26%	0.1%	-17%	-5%
O=C(COC(=O)CNC(=O)c1ccccc1)NCCc1ccccc1	i	-36%	-3.9%	24%	-1.8%	-14%	0.2%	-5%	-10%
Cc1ccc(NS(=O)(=O)c2ccc3c(c2)NC(=O)CO3)cc1C	.	-1%	1.1%	8%	-0.3%	-6%	-1.0%	32%	-13%
COc1ccc(/C=C/C(=O)c2ccc3c(c2)OCO3)c(OC)c1	i	-21%	-3.5%	21%	1.3%	14%	-0.9%	31%	-4%
Cc1ccccc1NC1=C(Cl)C(=O)OC1OC(=O)c1ccccc1C (configuration not stated)	i	-19%	3.6%	6%	5.0%	-18%	0.2%	0%	-2%
COc1ccc(-c2n[nH]c(=S)n2C2CCCCC2)cc1	i	2%	-1.7%	-29%	0.4%	11%	0.7%	10%	-7%
CCCNC(=O)NC(=O)CSc1cccc(C(F)(F)F)c1	i	-8%	1.8%	16%	-0.1%	31%	-1.3%	-21%	-10%
CC1(C)CC(=O)C(C=NCCc2ccccn2)=C(O)C1	i	-2%	-3.7%	3%	-1.0%	16%	0.0%	5%	3%
CCC(=O)C1CCCN(C(=O)c2ccc3nc(-c4cccc(OC)c4)oc3c2)C1 (configuration not stated)	.	-65%	2.7%	34%	-0.6%	-7%	-0.5%	-52%	-9%
Cc1ccc(-c2csc3nc[nH]c(=O)c23)cc1C	.	-4%	1.8%	4%	0.7%	-23%	-1.1%	18%	-1%	Dengue-2 NS5 capping pilot replicate=0.3
COc1ccccc1N1CCN(Cc2ccc(C(=O)O)cc2)CC1	.	8%	-1.2%	-3%	-1.2%	34%	0.3%	-9%	-7%
O=c1oc2cc(Cl)ccc2n1CSc1nc2ccccc2s1	i	-111%	-2.5%	3%	2.0%	6%	0.6%	-85%	-5%
Cc1occc1C(=O)NNC(=O)COc1ccc(Br)cc1Br	i	-33%	-1.4%	8%	3.4%	1%	0.5%	-13%	-2%
Cc1c(C(=O)c2ccc(Cl)cc2[N+](=O)[O-])c2ccccn2c1CCC#N	i	11%	-3.9%	45%	39%	13%	-1.2%	-7%	-2%
CC(C)(C)NC(=O)CN(C(=O)c1ccc(Cl)nc1)c1cccc2ccccc12	i	-31%	.	-3%	0.0%	-29%[20 µM]	-0.2%	6%	-12%
COc1ccc(N(C(C)C(=O)N/N=C/c2cccnc2)S(C)(=O)=O)cc1 (configuration not stated)	i	-19%	-4.8%	2%	-1.5%	-2%	0.1%	22%	-5%
COc1ccccc1-c1cc2nc(C)c(CCC(=O)NCc3ccc(F)cc3)c(C)n2n1	.	12%	0.8%	17%	0.3%	11%	-0.2%	17%	-10%
Cc1onc(-c2ccccc2)c1C(=O)Nc1ccc(Br)cc1Cl	.	1%	3.5%	5%	-0.4%	-7%	1.2%	6%	-6%
CCOC(=O)c1c(NC(=O)c2ccn(CC)n2)sc2c1CCC2	.	-18%	4.1%	15%	2.7%	-25%	-0.6%	18%	-4%
Cc1ccc(NC(=O)CS(=O)CC(=O)NCCCc2ccccc2)cc1Cl (configuration not stated)	i	-6%	-0.3%	1%	2.4%	-8%	-0.3%	-14%	-3%
CC(C)(C)C(=O)Nc1nc(-c2ccc3c(c2)OCO3)cs1	.	-56%	-2.6%	9%	-3.6%	-22%	.	-74%	-2%
CS(=O)(=O)c1ccccc1-c1nc(-c2cc(C(F)(F)F)cc(C(F)(F)F)c2)no1	.	11%	-0.8%	11%	0.1%	6%	.	24%	2%

Arranged by molecular weight (highest first): 8 of the compounds above
SMILES	Yfh1-off respiration	NOD1 NF-kB reporter	KOR beta-arrestin-1	AID2073	HIV peptide binding	KOR beta-arrestin-2	West Nile antiviral	HEK293 NOD2/NF-kB	Dengue-2 NS5 capping	others
Cc1onc(-c2ccccc2)c1C(=O)Nc1ccc(Br)cc1Cl	.	1%	3.5%	5%	-0.4%	-7%	1.2%	6%	-6%
O=C(COC(=O)CNC(=O)c1ccccc1)NCCc1ccccc1	i	-36%	-3.9%	24%	-1.8%	-14%	0.2%	-5%	-10%
Cc1ccc(NS(=O)(=O)c2ccc3c(c2)NC(=O)CO3)cc1C	.	-1%	1.1%	8%	-0.3%	-6%	-1.0%	32%	-13%
COc1ccccc1N1CCN(Cc2ccc(C(=O)O)cc2)CC1	.	8%	-1.2%	-3%	-1.2%	34%	0.3%	-9%	-7%
COc1ccc(-c2n[nH]c(=S)n2C2CCCCC2)cc1	i	2%	-1.7%	-29%	0.4%	11%	0.7%	10%	-7%
CC1(C)CC(=O)C(C=NCCc2ccccn2)=C(O)C1	i	-2%	-3.7%	3%	-1.0%	16%	0.0%	5%	3%
Cc1ccc(-c2csc3nc[nH]c(=O)c23)cc1C	.	-4%	1.8%	4%	0.7%	-23%	-1.1%	18%	-1%	Dengue-2 NS5 capping pilot replicate=0.3
COC(=O)[C@@H](NC(=O)c1ccccc1)[C@@H](C)O	.	-19%	.	-2%	-0.4%	-18%[20 µM]	0.1%	-20%	-5%

The list continues.
SMILES	Yfh1-off respiration	NOD1 NF-kB reporter	KOR beta-arrestin-1	AID2073	HIV peptide binding	KOR beta-arrestin-2	West Nile antiviral	HEK293 NOD2/NF-kB	Dengue-2 NS5 capping	others
CCC(=O)N1CCN(c2ccc(Cl)cc2NC(=O)c2ccc([N+](=O)[O-])o2)CC1	.	-13%	3.4%	7%	-1.7%	-21%	1.0%	2%	-4%
CN(C)c1ccc(NC(=O)Nc2csc3ccccc23)cc1	i	-2%	-2.3%	-55%	-3.3%	.	0.7%	-84%	.
Cc1cc(NC(=O)c2ccc(S(=O)(=O)N3CCc4ccccc43)cc2)no1	i	-2%	-1.7%	71%	8.3%	13%	-0.7%	15%	-7%
O=C1CCCC2=C1C(c1ccncc1)c1c(nc(SCc3ccccc3Cl)[nH]c1=O)N2 (configuration not stated)	i	-7%	-3.6%	4%	1.3%	-50%	0.2%	18%	9%
O=S1(=O)CCN2C(=N1)SC1=C2CCN(Cc2ccccc2)C1	i	-17%	0.3%	-5%	0.9%	32%	0.4%	0%	-3%
Cc1cc(C)n(C2CC(=O)N(c3ccc(C)c(Cl)c3)C2=O)n1 (configuration not stated)	i	6%	7.7%	11%	-0.4%	13%	0.2%	1%	-5%
Cc1ccc(S(=O)(=O)N2CCN(C(C(=O)Nc3ccc(F)cc3)c3ccccc3)CC2)cc1 (configuration not stated)	i	-37%	-3.3%	4%	-1.1%	0%	0.3%	7%	-5%
COc1ccc(C(CC(=O)O)N2Cc3ccccc3C2=O)cc1 (configuration not stated)	.	-7%	-4.8%	2%	0.1%	8%	0.4%	-6%	-4%
Cc1noc(NS(=O)(=O)c2ccc(NC(=O)C34CC5CC(C3)CC(n3cnc(Br)n3)(C5)C4)cc2)c1C	i	-24%	-3.0%	4%	-0.9%	-9%	-0.4%	9%	-1%
CCCCOc1ccc(C(=O)N/C(=C/C=C/c2ccccc2)C(=O)NC)cc1	i	-30%	-1.2%	24%	0.2%	25%	-1.2%	-2%	-6%
Cc1cccc(NC(=O)Cn2nnc(-c3cccs3)n2)c1C	i	8%	1.6%	28%	-2.9%	19%	-0.1%	7%	-3%	Dengue-2 NS5 capping pilot replicate=-5.2
COc1ccc(Cl)cc1NC(=S)NNC(=O)c1cccs1	i	-5%	-3.1%	6%	6.5%	-80%	0.2%	16%	2%
Cc1ccc(Nc2nc(N)nc(CSc3nnc(C)s3)n2)cc1	i	0%	-1.7%	-18%	2.7%	13%	-0.1%	-29%	6%
O=C(c1cc(S(=O)(=O)N2CCOCC2)ccc1Cl)N1CCc2ccccc2C1	.	-27%	-4.3%	6%	1.1%	13%	-0.7%	11%	1%
CCOC(=O)C1=C(C)N(C)C(=O)NC1c1cc2c(cc1[N+](=O)[O-])OCO2 (configuration not stated)	i	-22%	5.8%	69%	24%	0%	-0.5%	8%	9%
COC(=O)c1sc2nc(C)c([N+](=O)[O-])c(C)c2c1N	i	-28%	5.1%	46%	-1.1%	25%	-0.5%	9%	-4%
CCCN1CCN(C(=S)NCc2ccc(Cl)cc2)CC1	i	-22%	4.6%	-20%	-1.0%	-43%	-0.2%	1%	-2%
CSCCC(NC(N)=O)C(=O)N(C)CC(=O)Nc1cc(C)ccc1C (configuration not stated)	i	-7%	18%	2%	1.1%	-44%	0.2%	3%	-8%
Cc1ccc(C(=O)COc2cc(O)c3c(=O)cc(-c4ccccc4)oc3c2)cc1	.	-72%	5.6%	1%	0.9%	-111%[20 µM]	-0.4%	15%	.
CCn1c(C)nc2cc(C(=O)n3cc(C(=O)c4ccccc4O)cn3)ccc21	i	13%	-2.5%	0%	1.0%	-3%	-0.1%	11%	.
COc1ccc(C(=O)OCC(=O)Nc2cccc(C(C)=O)c2)cc1OC	.	54%	17%	2%	-0.8%	-8%	0.1%	-29%	-1%
C=CCNC(=O)COc1ccc(S(=O)(=O)NC2CCCCC2)cc1	i	-23%	-2.5%	3%	1.4%	0%	-1.0%	-5%	-5%
COc1ccc(N(CC(=O)Nc2cc(C)cc(C)c2)S(=O)(=O)c2ccccc2[N+](=O)[O-])c(OC)c1	i	-29%	-3.0%	24%	-1.5%	-10%	-0.9%	-8%	-8%
CC(=O)Nc1cc(C(=O)N2CCc3ccccc3C2)ccc1Sc1ccc(F)cc1	i	-22%	-1.6%	4%	-0.6%	-18%	-0.4%	22%	-4%
CCOP(=O)(OCC)C(Nc1cccc(C)c1)c1ccc(F)cc1 (configuration not stated)	i	-17%	-3.3%	-2%	-1.5%	.	-1.0%	9%	-1%
COc1ccc(-c2nnc(SCC(=O)NCc3cccs3)n2CC(C)C)cc1	i	-12%	1.8%	-11%	-1.0%	4%	0.0%	-8%	-5%
O=C(CCCCn1c(=O)[nH]c2ccccc2c1=O)N1CCN(c2cccc(C(F)(F)F)c2)CC1	i	41%	0.5%	21%	6.9%	20%	1.9%	-1%	-3%
CCN(CC)C(=O)Oc1ccc(Cl)c2ccccc12	i	8%	1.7%	6%	-1.5%	1%	-0.8%	0%	-1%
Cc1cc(OCC(=O)c2cccc(C(F)(F)F)c2)n2cnnc2n1	i	-7%	0.3%	8%	0.6%	6%	0.3%	10%	-2%
COc1ccc(NC(=O)c2ccc3ncsc3c2)cc1	.	-9%	4.7%	2%	-1.2%	6%	0.2%	-59%	-2%

Source: PubChem
